BLM helicase inh = qHTS Assay for Inhibitors of Bloom's syndrome helicase (BLM). RecQ-like DNA helicase BLM (Homo sapiens), P54132. recombinant BLM DNA unwinding, fluorescence dequenching. Potency, µM (series often up to 56.1 µM), without a hit: at the highest dose activity change, negative = inhibition, most hits filed as inhibitors. 0.2% of 350,000 active. AID 2528, 2010;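 also: plate controls were vehicle for no effect and no enzyme for full effect; nearly all actives have a fitted effect of over 35% in size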
APE1 inh = qHTS Assay for Inhibitors of the Human Apurinic/apyrimidinic Endonuclease 1 (APE1); 0.35% of 350,000 active; AID 2517, 2012; recombinant APE1, TAMRA/BHQ-2 abasic DNA cleavage fluorescence; Potency, µM (highest dose often 65.8 µM), inactives show top-dose activity change, negative = inhibition, hits mostly inhibitors; DNA repair nuclease/redox regulator APEX1 (Homo sapiens), P27695;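 also: plate controls were vehicle for no effect and reference inhibitor for full effect; nearly all actives have a fitted effect of over 55% in size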
Target sequence (P27695 whole entry, looked up): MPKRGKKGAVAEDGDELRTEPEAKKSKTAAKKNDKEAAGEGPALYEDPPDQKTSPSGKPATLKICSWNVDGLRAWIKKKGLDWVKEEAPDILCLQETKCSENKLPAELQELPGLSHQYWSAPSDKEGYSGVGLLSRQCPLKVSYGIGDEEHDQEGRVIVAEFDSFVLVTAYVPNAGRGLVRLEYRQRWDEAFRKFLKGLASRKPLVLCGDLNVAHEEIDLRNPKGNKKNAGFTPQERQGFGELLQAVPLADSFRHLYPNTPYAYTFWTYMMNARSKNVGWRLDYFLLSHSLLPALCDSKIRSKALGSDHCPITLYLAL
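APE1 at 0.75 nM preincubated 15 min at room temperature with compound. Reaction then started with 50 nM double-stranded THF-abasic substrate labelled with TAMRA/BHQ-2, and 525/598 nm fluorescence read kinetically. Activity taken as third-minus-first read difference, normalized to DMSO and NSC13755 controls.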
G9a inh = qHTS Assay for Inhibitors of Histone Lysine Methyltransferase G9a; Histone-lysine N-methyltransferase EHMT2 (Homo sapiens), Q96KQ7; G9a H3K9 monomethylation, AlphaScreen, 2 h; Potency, µM (titrated, usually from 102 µM), without a hit: at the top dose activity, negative = inhibition, hits mostly inhibitors; 8.8% of 350,000 active; AID 504332, 2011; also: % is scaled to controls: 0 for no effect and ±100 for the full control effect; nearly all actives have a fitted effect of over 75% in size
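AlphaScreen read-out: biotin-H3K9 peptide (500 nM) methylation by 20 nM enzyme with 20 uM SAM, 2 h at room temperature after 15 min compound preincubation; anti-monomethyl H3K9 antibody plus donor/acceptor beads, 10 min dark.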
Pol iota inh = qHTS for Inhibitors of Polymerase Iota. Pol iota fluorescent replication assay, 10 min. AID 588590, 2011. Potency, µM (doses to about 115 µM), for the others: at the highest dose activity, negative = inhibition, hits mostly inhibitors. 1% of 390,000 active. DNA polymerase iota (Homo sapiens), Q9UNA4
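Pol iota at 10 nM preincubated 15 min with compounds at room temperature; reaction started with fluorescent substrate, 50 nM final. Fluorescence read kinetically at 0 and 10 min; buffer-only wells as negative control.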
JMJD2A Tudor inh = qHTS Assay for Inhibitors of JMJD2A-Tudor Domain. Potency, µM (series often up to 114 µM), inactives show at the highest dose activity change, negative = inhibition, hits mostly inhibitors. Lysine-specific demethylase 4A (Homo sapiens), O75164. AlphaScreen JMJD2A-Tudor / H3K4me3 peptide binding. 4.4% of 390,000 active; also: % is scaled to controls: 0 for no effect and ±100 for the full control effect; nearly all actives have a fitted effect of over 50% in size
BAZ2B block = qHTS Assay for Inhibitors of BAZ2B; AlphaScreen BAZ2B-H3K14Ac peptide displacement; Potency, µM (titrated, usually from 114 µM), for the others: at the highest dose activity change, negative = inhibition, hits mostly inhibitors; 4.4% of 360,000 active; also: % is scaled to controls: 0 for no effect and ±100 for the full control effect; nearly all actives have a fitted effect of over 60% in size
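Compounds, titrated to a top concentration of 110 uM, were incubated 30 min at room temperature with preformed BAZ2B/acetyl-K14 H3 peptide complex (50 nM each). Proximity signal was measured by AlphaScreen after 20 min with beads.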
Pol kappa inh = qHTS for Inhibitors of Polymerase Kappa | DNA polymerase kappa (Homo sapiens), Q9UBT6 | purified Pol kappa, fluorescent DNA synthesis assay, 10 min | Potency, µM (highest dose often 107 µM), inactives show at the top dose activity, negative = inhibition, hits mostly inhibitors | 0.53% of 400,000 active; also: % is scaled to controls: 0 for no effect and ±100 for the full control effect
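Fluorescent qHTS in 1536-well format: enzyme (10 nM) and compound sat 15 min at room temperature before 50 nM substrate (final) was added. Signal taken at 0 and 10 min; no-enzyme buffer wells were negative controls.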
Pol eta inh = qHTS for Inhibitors of Polymerase Eta | recombinant Pol eta, fluorescent DNA replication assay | Potency, µM (series often up to 114 µM), for inactives: top-dose activity change, negative = inhibition, most hits filed as inhibitors | 1.2% of 390,000 active; also: % is scaled to controls: 0 for no effect and ±100 for the full control effect
Target sequence (Q9Y253 whole entry, looked up): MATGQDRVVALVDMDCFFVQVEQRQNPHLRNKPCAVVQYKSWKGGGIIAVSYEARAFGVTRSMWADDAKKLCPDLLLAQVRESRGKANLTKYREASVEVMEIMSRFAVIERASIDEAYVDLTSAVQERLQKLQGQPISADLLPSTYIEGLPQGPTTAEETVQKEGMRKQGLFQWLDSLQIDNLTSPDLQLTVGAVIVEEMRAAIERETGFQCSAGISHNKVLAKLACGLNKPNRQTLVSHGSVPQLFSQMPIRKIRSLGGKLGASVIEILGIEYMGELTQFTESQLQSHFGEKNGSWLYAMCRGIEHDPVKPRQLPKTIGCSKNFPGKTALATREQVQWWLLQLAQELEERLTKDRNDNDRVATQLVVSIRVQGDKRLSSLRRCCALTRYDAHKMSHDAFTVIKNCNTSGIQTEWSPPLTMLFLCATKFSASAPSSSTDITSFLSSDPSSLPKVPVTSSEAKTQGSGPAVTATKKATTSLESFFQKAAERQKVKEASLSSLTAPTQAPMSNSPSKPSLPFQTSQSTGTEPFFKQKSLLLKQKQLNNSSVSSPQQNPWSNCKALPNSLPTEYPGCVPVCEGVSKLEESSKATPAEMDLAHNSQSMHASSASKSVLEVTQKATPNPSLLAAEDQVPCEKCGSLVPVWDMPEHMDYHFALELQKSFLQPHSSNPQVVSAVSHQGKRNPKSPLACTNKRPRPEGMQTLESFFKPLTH
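Fluorescent replication assay: 50 nM final substrate added after a 15 min room-temperature compound preincubation with 10 nM enzyme. Signal taken at 0 min and again at 10 min.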
Pol beta inh = qHTS Assay for Inhibitors of DNA Polymerase Beta; P06746; Pol beta primer extension/strand displacement, fluorescence kinetic; Potency, µM (series often up to 114 µM), inactives show at the top dose activity change, negative = inhibition, actives largely listed as inhibitors; 1.3% of 340,000 active; AID 485314, 2010; also: % is scaled to controls: 0 for no effect and ±100 for the full control effect
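Homogeneous kinetic assay of primer extension and strand displacement by 10 nM Pol beta, preincubated 15 min at room temperature with compound before 50 nM substrate (final) was added. Read at 0 and 10 min; four-parameter Hill fit.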
Starred values were filed as active, the others as inactive; ? = inconclusive; . = no result given; & = joins results of further samples; [ ] = dose if it differs, or a comment. Calls follow the shape of the dose curve; as a rule, active = well fitted curve in the direction sought with a large enough effect; inconclusive = small, poorly fitted or top-dose-only effect, or another doubt; inactive = no such curve, though single readings can be large; an effect the other way counts as inactive or inconclusive. Potency is read from the fitted curve at half-maximal effect. This is a subset. The share of hits here may be higher or lower than overall.

SMILES | BLM helicase inh | APE1 inh | G9a inh | Pol iota inh | JMJD2A Tudor inh | BAZ2B block | Pol kappa inh | Pol eta inh | Pol beta inh
CCCOC(=O)c1c(NC(=O)C2c3ccccc3Oc3ccccc32)sc2c1CCCC2 | -7% | . | -19%[59 µM] | ? | -35% | -19% | -11% | -2% | -3%
O=C(CCCCn1c(=O)c2ccccc2n(Cc2ccccc2F)c1=O)NC1CCN(Cc2ccccc2)CC1 | 5% | -3% | 3% | 67%[activator] | -9% | 6% | 6% | -1% | 10%
Cc1ccc(Cn2c(=O)n(CCc3ccccc3)c(=O)c3c(C)c(C)sc32)cc1 | -9% | . | -6%[59 µM] | 7% | 2% | -13% | 15% | . | 17%
O=C(CNC(=O)c1ccccc1F)N/N=C/c1cc(Br)ccc1OCc1ccccc1 | 0% | 3% | 6%[59 µM] | -10% | -31% | -1% | -10% | -3% | -26%
Cc1oc(CC(C)C)cc1C(=O)Nc1cccc2ccccc12 | -11% | -5% | 26%[12.7 µM] | -2% | 10% | -8% | -20% | -14% | 5%
C/C(=N\NC(=O)c1ccc(CN2CCc3ccccc3C2)cc1)c1ccccc1O | -10% | 2% | 18% | 40%[activator] | ? | 2.8µM* | -10% | -15% | 37%
COc1cc(/C=C/C(=O)O)cc(S(=O)(=O)NC2CCCC2)c1OC | 0% | 3% | -32% | 9% | -15% | -23% | -8% | -13% | -1%
Cc1ccc(NC(=O)c2ccc(CSc3ccccn3)cc2)cc1 | -4% | 1% | 25%[59 µM] | -10% | -6% | -3% | -5% | 0% | -5%
Brc1ccc(-c2nnc(-c3ccccc3Br)o2)cc1 | -3% | 19% | 57%[activator] | 2% | 16% | 112%[activator] | -1% | -13% | 6%
Cc1ccc(C(=O)Nc2cccc(C(=O)O)c2)cc1S(=O)(=O)N1CCOCC1 | -1% | 0% | -7%[12.7 µM] | 1% | -6% | 9% | -7%[60.1 µM] | 9% | 0%
C=CCN(Cc1ccc(Cl)s1)C(=O)c1cc(S(=O)(=O)N2CCOCC2)ccc1F | . | 6% | 7%[12.7 µM] | 30%[activator] | 4% | -2% | 3% | -11% | .
Cc1ccc(C)c(NC(=O)COC(=O)Cn2c(C)csc2=O)c1 | . | 44% | -17% | 29% | -1% | 7% | 4% | -15% | .
CCOc1cc(CNn2cn[nH]c2=S)cc(Cl)c1OCc1ccccc1F | -4% | ? | 7.9µM* | 24% | ? | -2% | -22% | -19% | 23%
COC(=O)C1CCN(S(=O)(=O)c2cc3c4c(c2)C(C)C(=O)N4CCC3)CC1 (stereo not given) | 1% | . | ? | -5% | -16% | -24% | -12%[60.1 µM] | -25% | -1%
CCOC(=O)c1cc(C)n(-c2c(C)n(C)n(-c3ccccc3)c2=O)c1C | 3% | -5% | 2%[59 µM] | -1% | -8% | 8% | -4% | -13% | -1%
CC[n+]1cc(C)ccc1/C=C/c1ccc(N(C)C)cc1 | 10% | 35% | 6.3µM* | -20% | ? | ? | -17% | -19% | 3%
COc1ccc(-c2nc(-c3cccnc3)no2)cc1 | -2% | -1% | 15% | -14%&12% | -18% | -1% | -3%&4% | 10% | -9%
O=C(CN1N=C(c2ccc(Cl)cc2)CCC1=O)NCc1ccc(F)cc1 | -2% | . | 5%[59 µM] | -9% | -13% | 2% | -6%[60.1 µM] | -15% | -2%
CN1CCN(C(=O)C2=C[C@@H](c3coc4ccccc4c3=O)C[C@@H](OCCCCO)O2)CC1 | -1% | ? | 24%[59 µM] | 16% | -20% | -8% | 0% | -5% | 34%
Cc1ccc(NS(=O)(=O)c2ccc(-c3csc(C)n3)s2)c(C)c1 | -10% | 7% | . | -15%[58.9 µM] | -12% | -4% | -9% | -9% | 18%
Cn1c(SCC(=O)N2CCCc3ccccc32)ncc(C(=O)Nc2ccc(Cl)cc2)c1=O | -3% | . | 14%[59 µM] | 21% | -16% | -2% | -6%[60.1 µM] | -12% | -12%
CCOc1ccc(NC(=O)c2oc3ccccc3c2NC(=O)Cc2cccc(C)c2)cc1 | -3% | . | -4%[59 µM] | 34%[activator] | -9% | 0% | 2% | -18% | 15%
COc1ccc(NS(=O)(=O)c2ccc(NC(=O)c3ccccn3)cc2)cc1 | . | -4% | -3%[12.7 µM] | 24% | -17% | 6% | -11% | -17% | .
COc1ccc(S(=O)(=O)N2CCN(C(=O)c3ccco3)CC2)c(C)c1C | -1% | 10% | -6% | 4% | -9% | -20% | -5% | -23% | 4%
CCN(C(=O)COc1ncnc2ccc(Br)cc12)C1CCS(=O)(=O)C1 (stereo not given) | -4% | -1% | 15%[59 µM] | 14% | -10%[57.1 µM] | . | 1% | -7% | -2%

Next part
SMILES | BLM helicase inh | APE1 inh | G9a inh | Pol iota inh | JMJD2A Tudor inh | BAZ2B block | Pol kappa inh | Pol eta inh | Pol beta inh
N#Cc1nc(COc2ccc(F)cc2)oc1NCCN1CCOCC1 | -1% | -1% | 79µM* | 5% | -22% | ? | -1% | 5% | -3%
CNc1ccc(Br)cc(C(=O)/C=C/c2cc(OC)ccc2OC)c1=O | -14% | -6% | 4.5µM* | ? | 25µM* | 28µM* | ? | 14µM* | 13µM*
Cc1nn(-c2ccc(N3CCCC3)nn2)c(C)c1CCC(=O)N1CCN(c2ccc(F)cc2)CC1 | -5% | . | 10%[59 µM] | 27% | -15% | ? | 0% | -16% | 16%
COc1ccc(-c2nnc(SCC(=O)NCCC(C)C)nc2-c2ccc(OC)c(OC)c2)cc1OC | -5%&-2% | 13% | -12%[59 µM] | 45%&40%[activator] | -36%&-34% | -9%&-33% | -5% | -22%&-15% | 2%&-1%
CC(C)Nc1nc(NC(C)C)nc(N(C#N)CCOc2ccc(Cl)cc2Cl)n1 | -13% | -2% | -21%[59 µM] | ? | -19% | 9% | -14% | -19% | -10%
O=C(c1ccncc1)N(c1ccc2oc3c(c2c1)CCCC3)S(=O)(=O)c1ccc(F)cc1 | -13% | 9% | 79µM* | 73%[activator] | -24% | ? | -10% | -15% | 34%
Cc1cc(C)nc(N2CCCC(C(=O)NC(C)CCc3ccco3)C2)n1 (stereo not given) | -4% | 3% | 11% | -6% | -27% | -6% | -6% | 1% | 0%
CCOC(CCNC(=O)c1cn(CCOC)c(=O)c2c1c1ccccc1n2C)OCC | -1% | -2% | 25% | 34%[activator] | -15% | 8% | 2% | -1% | 61%
N#C/C(=C/c1cccc([N+](=O)[O-])c1)c1nnc2n1CCCCC2 | 5% | 4% | 25%[59 µM] | 2% | -11% | -6% | 3% | ? | 17%
Cc1cc(NC(=O)CSc2nnc(C3COc4ccccc4O3)n2C)no1 (stereo not given) | -9% | 13% | -1% | -6% | -29% | -14% | -20% | -12% | ?
Cc1ccc(N(C(=O)Cn2nnc(-c3ccccc3)n2)C(C(=O)NC2CCCCC2)c2ccccn2)cc1C (stereo not given) | 1% | 2% | 14%[59 µM] | 17% | -35% | 7% | -15% | -9% | 2%
NS(=O)(=O)c1ccc(Nc2nc(-c3ccc4ccccc4c3)cs2)cc1 | -7% | -5% | 35µM* | -6% | ? | -5% | 0% | -11% | -2%
NC(=O)c1cc[n+](CC(=O)NC(=O)Nc2ccccc2)cc1 | . | 0% | ? | 19% | -16% | 6% | -1% | -24% | .
CCCCCC(=O)N(c1ccc(OCC)cc1)S(=O)(=O)c1ccc2c(c1)n(C)c(=O)n2C | -3% | . | -2%[59 µM] | 16% | -6% | 1% | 2% | . | 2%
Cc1ccc2nc(/C(C#N)=C/c3ccc(-c4cccc([N+](=O)[O-])c4)o3)[nH]c2c1 | 22µM* | 5% | 7.9µM* | 10µM* | ? | ? | -31% | ? | 5µM*
Cc1cccc(NC(=S)NCC(C)CSc2ccc(Cl)cc2)c1 (stereo not given) | -13% | -3% | -2% | -7% | 5% | . | -5% | -9% | 28%
CC(=O)Nc1nnc(SCC(=O)NC2CCCC2)s1 | -4% | 9% | -6% | -6% | -1% | -2% | 3% | -6% | -16%
COC(=O)c1sc(SC)nc1N | -5% | 17% | . | 24% | -16% | ? | -3% | -8% | 8%
O=C(Nc1ccccc1)C1CC(O)CN1S(=O)(=O)c1ccc([N+](=O)[O-])cc1 (stereo not given) | -9% | 1% | 0%[59 µM] | 29% | -31% | -12% | -4% | -19% | 3%
CC(C)CC(C(=O)O)N1C(=O)[C@@H]2[C@H](C1=O)[C@@H]1C[C@H]2C(Br)C1Br (stereo not given in full) | -10% | 6% | 18%[59 µM] | 11% | -3% | -6% | -4% | -10% | 9%
CC(C)C(=O)c1cn(CC(=O)NCC2CCCO2)c2ccccc12 (stereo not given) | -2% | 12% | 23%[59 µM] | 6% | -1%[57.1 µM] | 24% | -9% | -3% | 7%
Cc1c(C(=O)N/N=C/c2cccnc2)nnn1-c1nonc1N | 4% | -12% | 14% | 48%[activator] | -14% | 4% | 3% | 1% | 32%
O=C(Nc1cc(-c2nc3cc(Cl)ccc3o2)ccc1Cl)c1cc2ccccc2o1 | -1% | . | 13%[59 µM] | -11% | -3% | -16% | 8% | -14% | -2%
O=C(NC1CCCCC1)C(c1ccc(F)cc1)N(C(=O)Cc1ccsc1)c1ccc(F)cc1 (stereo not given) | 2% | -2% | 24% | 31%[activator] | -8% | -11% | -6%[60.1 µM] | -14% | 1%

Reprinted at random: 3 records from the list
SMILES | BLM helicase inh | APE1 inh | G9a inh | Pol iota inh | JMJD2A Tudor inh | BAZ2B block | Pol kappa inh | Pol eta inh | Pol beta inh
Cc1ccc2nc(/C(C#N)=C/c3ccc(-c4cccc([N+](=O)[O-])c4)o3)[nH]c2c1 | 22µM* | 5% | 7.9µM* | 10µM* | ? | ? | -31% | ? | 5µM*
NS(=O)(=O)c1ccc(Nc2nc(-c3ccc4ccccc4c3)cs2)cc1 | -7% | -5% | 35µM* | -6% | ? | -5% | 0% | -11% | -2%
CCOC(CCNC(=O)c1cn(CCOC)c(=O)c2c1c1ccccc1n2C)OCC | -1% | -2% | 25% | 34%[activator] | -15% | 8% | 2% | -1% | 61%
